TcdB inh: TcdB glycohydrolase inhibitors, primary screen, biochemical, single point, plate reader; AID 652162, 2013; inhibition, % at 9.99 µM; 0.24% of 350,000 active; TcdB glycohydrolase enzymatic assay; Toxin B (Clostridioides difficile), P18177; in the data active = inhibition above about 10%
3CLpro inhibitor: SARS-CoV 3CLpro protease inhibitors, primary screen, biochemical, quenched FRET. recombinant SARS-CoV 3CLpro, quenched FRET peptide cleavage. inhibition, % at 6 µM. 0.14% of 290,000 active. AID 1706, 2009; in the data active = inhibition above about 12%
CCHFV vOTU inh: CCHFV vOTU protease inhibitors, primary screen, biochemical, Pep-AMC substrate, fluorescence | AID 651958, 2012 | 0.55% of 370,000 active | Crimean-Congo hemorrhagic fever virus L polyprotein viral ovarian tumor (vOTU) protease … | inhibition, % at 11.5 µM; in the data active = inhibition above about 30%; note: 0% = vehicle wells with enzyme and 100% = no enzyme wells
DUSP3 inh: VHR1 phosphatase inhibitors, primary screen, biochemical, absorbance, uHTS. Dual specificity protein phosphatase 3 (Homo sapiens), P51452. recombinant VHR phosphatase, pNPP absorbance. inhibition, % at 13.3 µM. 0.52% of 290,000 active; in the data active = inhibition above about 50%; note: some compounds called inactive have numbers as strong as hits
Target sequence (P51452 whole entry, looked up): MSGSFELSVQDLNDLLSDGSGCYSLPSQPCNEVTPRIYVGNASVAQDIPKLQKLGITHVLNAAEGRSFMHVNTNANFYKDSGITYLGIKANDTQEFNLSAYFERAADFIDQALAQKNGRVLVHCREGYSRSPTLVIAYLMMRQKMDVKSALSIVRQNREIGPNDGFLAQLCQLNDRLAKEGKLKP
MazEF act: activators of E. coli MazEF toxin-antitoxin RNase, primary screen, biochemical, fluorescence, uHTS; Endoribonuclease toxin MazF (Escherichia coli (strain K12)), P0AE70; FAM/BHQ RNA-DNA oligo cleavage fluorescence, 5 h; activation, % at 20 µM; 0.32% of 350,000 active; AID 504720, 2011; in the data active = activation above about 50%
Target sequence (P0AE70 whole entry, looked up): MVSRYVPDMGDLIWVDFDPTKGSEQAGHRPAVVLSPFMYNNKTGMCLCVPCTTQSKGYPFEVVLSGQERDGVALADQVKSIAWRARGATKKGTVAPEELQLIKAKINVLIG
Rv3671c protease: Rv3671c serine protease inhibitors, primary screen, biochemical, fluorescence polarization, M. tuberculosis H37Rv. inhibition, % at 5.96 µM. P9WHR9. 0.048% of 320,000 active; in the data active = inhibition above about 38%;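 note: extracellular domain of Rv3671c used as enzyme; 0% = enzyme with DMSO and 100% = no enzyme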
Target sequence (P9WHR9 whole entry, looked up, the tested form may be a part): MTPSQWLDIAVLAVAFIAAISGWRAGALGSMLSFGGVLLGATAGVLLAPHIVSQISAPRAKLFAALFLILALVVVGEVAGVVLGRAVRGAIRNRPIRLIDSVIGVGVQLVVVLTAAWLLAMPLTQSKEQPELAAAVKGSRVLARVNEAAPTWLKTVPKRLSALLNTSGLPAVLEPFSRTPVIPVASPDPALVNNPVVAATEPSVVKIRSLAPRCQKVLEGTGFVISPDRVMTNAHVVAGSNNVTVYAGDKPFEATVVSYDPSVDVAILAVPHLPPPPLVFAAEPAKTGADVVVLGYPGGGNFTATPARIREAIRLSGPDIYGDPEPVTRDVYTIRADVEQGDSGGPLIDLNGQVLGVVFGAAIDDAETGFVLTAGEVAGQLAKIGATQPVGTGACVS
PriA SSB inh: inhibitors of Klebsiella pneumoniae PriA binding to SSB C-terminal tail, primary screen, biochemical, AlphaScreen; 0.6% of 430,000 active; PriA–SSB C-terminal tail interaction (Klebsiella pneumoniae); inhibition, % at 33 µM; AID 1272365, 2023; AlphaScreen SSBct-PriA binding, biotinylated peptide; in the data active = inhibition mostly above about 37%, no sharp cut-off; inactive = mostly below about 20%;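 note: plate controls were negative control peptide for no effect and reference peptide for full effect; strong numbers were not always called active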
PrPC TRFRET: inhibitors of human cell surface prion protein PrPC, primary screen, cell-based, TR-FRET. inhibition, % at 13.8 µM. 0.43% of 370,000 active. Major prion protein (Homo sapiens), P04156. TR-FRET read-out. AID 720596, 2013; in the data active = inhibition above about 24%; note: 0% = median of the test wells and 100% = reference compound wells
Vc quorum ag: inducers of Vibrio cholerae quorum light production without autoinducers, primary screen, BH1578 luxS cqsA deficient, single point; 0.16% of 350,000 active; V. cholerae BH1578 lux reporter, luminescence, 6 h; activation, % at 18.7 µM; in the data active = activation mostly above about 9.7%, no sharp cut-off; note: not every result past the cut was called active; inactives centre near 0; reference of the scale not given here
Y pestis TopoI: Yersinia pestis topoisomerase I inhibitors, primary screen, biochemical, cleavage product accumulation, plate reader, single point; DNA topoisomerase I (Yersinia pestis CO92); Y. pestis Topo-I cleavage product accumulation; activity, % at 10 µM; 0.064% of 360,000 active; in the data active = activity above about 50%, passing the limit was not always enough; note: inactives centre near 2
* marks the source's active call; other numbers are inactive results; i = inactive; . = no result given. Not all compounds are listed; the hit share may differ from the screen's.

The opening 4 records, ahead of the listing:
SMILES	TcdB inh	3CLpro inhibitor	CCHFV vOTU inh	DUSP3 inh	MazEF act	Rv3671c protease	PriA SSB inh	PrPC TRFRET	Vc quorum ag	Y pestis TopoI
Nc1nnc(-c2ccccc2)s1	.	1	-13	-16	0	-3	-23	1	2.7	5
CCOC(=O)c1c(C)nn(-c2ncccc2NC(=O)CCC(=O)O)c1C	1.5	3	10	6	-2	5	-11	8	2.4	2
CC(=O)NC(c1cc(Cl)c2cccnc2c1O)C1CC1 (configuration not stated)	-0.2	.	3	.	5	15	-15	17	1.2	-6
COc1ccc(/C=C/C(=O)c2ccc3c(c2)OCCO3)cc1[N+](=O)[O-]	.	7	10	19	-11	-2	-10	2	i	-5

All compounds of this part, repeating the preview:
SMILES	TcdB inh	3CLpro inhibitor	CCHFV vOTU inh	DUSP3 inh	MazEF act	Rv3671c protease	PriA SSB inh	PrPC TRFRET	Vc quorum ag	Y pestis TopoI
Nc1nnc(-c2ccccc2)s1	.	1	-13	-16	0	-3	-23	1	2.7	5
CCOC(=O)c1c(C)nn(-c2ncccc2NC(=O)CCC(=O)O)c1C	1.5	3	10	6	-2	5	-11	8	2.4	2
CC(=O)NC(c1cc(Cl)c2cccnc2c1O)C1CC1 (configuration not stated)	-0.2	.	3	.	5	15	-15	17	1.2	-6
COc1ccc(/C=C/C(=O)c2ccc3c(c2)OCCO3)cc1[N+](=O)[O-]	.	7	10	19	-11	-2	-10	2	i	-5
Cc1cc(C(=O)COC(=O)c2ccc[nH]c2=O)c(C)n1-c1ccccc1	-4.3	-4	4	3	-2	2	-2	10	-0.3	-7
CC1(C(=O)OCC(=O)NNC(=O)COc2ccc(Cl)cc2)CC1(Cl)Cl (configuration not stated)	-0.3	.	0	.	7	4	-3	3	0.1	2
Cc1[nH]nc(-c2cccnc2)c1N=NN(C)C	1.0	.	7	.	2	.	-8	9	-1.1	-2
CCCCCn1c(CN2CCN(c3cccc(Cl)c3)CC2)nc2c1c(=O)n(C)c(=O)n2C	.	4	-4	29	-6	-16	-13	-2	-2.2	3
Cc1ccc(N2CC(C(=O)Nc3ccc(S(=O)(=O)N4CCOCC4)cc3)CC2=O)cc1 (configuration not stated)	-0.2	-1	-9	-5	-3	-10	8	3	i	-2
Cc1ccc2cccc(O)c2[n+]1[O-]	.	-4	-1	19	3	-8	-8	-5	-0.3	-8
CCCCNC(=S)Nc1cccc(S(=O)(=O)NC2=NCCC2)c1	0.4	.	2	.	10	2	-6	0	i	5
COc1ccccc1NC(=O)c1ccc(C(=O)c2ccccc2)o1	0.8	2	18	16	-5	-6	-15	4	i	11
Cc1ccc(OCC(=O)N2CCN(c3ccc([N+](=O)[O-])c(N4CCOCC4)c3)CC2)cc1	2.5	2	9	3	-13	-8	12	-22	i	19
O=C(NC1CCN(S(=O)(=O)c2cccc([N+](=O)[O-])c2)CC1)C1CCCCC1	-1.0	3	8	23	14	4	-9	-1	-0.4	-3
CC(=O)C(Sc1ccc2nnc(-c3ccncc3)n2n1)C(C)=O	0.7	-3	-8	1	15	4	0	-8	0.0	-6
CCOC(=O)C1CCN(C(=O)CC2(CC(=O)O)CCCC2)CC1	1.2	-2	-5	-23	2	8	-6	2	-0.5	-5
COc1ccc(CCNC(=O)CSc2nc(C)nc3c2oc2ccccc23)cc1OC	.	2	9	29	7	10	-15	-3	0.6	1
COc1cc(NC(=O)c2ccc(-c3cccnc3)c3ccoc23)cc(OC)c1OC	0.8	.	15	.	.	.	.	6	i	11
CC(=O)Nc1ccc(NC(=O)c2c(C)nn(-c3ccccc3)c2Cl)cc1C	1.6	5	1	15	-8	-2	-26	-2	i	8
O=C(NN=Cc1ccccc1O)C(O)c1ccccc1 (configuration not stated)	-6.7	.	-5	.	-1	.	-1	2	i	3
C=CCN(c1ccccc1)S(=O)(=O)c1cccc(C(=O)Nc2nnc(SCC)s2)c1	1.0	-2	-2	3	2	-15	-3	-2	-0.2	29
O=C(Nc1cc(C(F)(F)F)ccc1-n1cncn1)C1CC1	2.0	.	5	.	7	4	-19	0	i	8
CNC(=O)CSCc1cnn(-c2ccccc2)c1-n1cccc1	.	1	1	-7	-1	-5	-7	6	-0.3	7
CC1(C(=O)NCc2cccs2)CCN1C(=O)Cc1cccc2ccccc12 (configuration not stated)	2.4	.	12	.	.	.	.	-3	-0.4	8
CCN1CCN(CC(=O)Nc2ccc(C)cc2C)C(=O)C1=O	1.9	-2	-3	-17	6	-4	-13	0	-0.4	4
Additional entries follow.
SMILES	TcdB inh	3CLpro inhibitor	CCHFV vOTU inh	DUSP3 inh	MazEF act	Rv3671c protease	PriA SSB inh	PrPC TRFRET	Vc quorum ag	Y pestis TopoI
O=S(=O)(c1ccc(-c2csc(-c3cccnc3)n2)cc1)N1CCOCC1	0.8	-2	16	16	7	-4	-17	-4	-0.2	7
CC1CCCC(NC(=O)COC(=O)c2cccc(S(=O)(=O)N3CCCCC3)c2)C1C (configuration not stated)	1.1	.	-8	.	6	-12	-1	3	-2.5	1
CCOc1ccccc1NC(=O)CCc1nnc2ccc(N3CCC4(CC3)OCCO4)nn12	1.6	1	-14	-2	0	-3	5	-1	-2.7	-1
Cc1cccc(C)c1NC(=O)Cn1cc(C=O)c2ccccc21	0.7	2	-8	43	11	.	0	5	-0.8	0
NC(=O)c1cn(-c2ccccc2)nc1-c1cc2ccccc2oc1=O	.	2	-4	2	-6	4	-7	0	-0.3	-2
COc1cccc(COC(=O)c2ccc3c(c2)NC(=O)C(C)S3)c1OC (configuration not stated)	1.7	.	0	.	3	-5	-8	7	-0.3	7
O=C(NCC1COCCO1)c1cc(COc2c(F)cccc2F)on1 (configuration not stated)	-0.4	5	12	-2	3	-13	-6	-5	1.9	9
CCSC1=C(C#N)C(CC(C)C)C2=C(CCCC2=O)N1 (configuration not stated)	-2.3	6	-5	-3	-9	-17	-10	4	i	-4
O=C(OCC(=O)c1cccc2ccccc12)c1ccc(CO)cc1	1.6	1	8	15	-2	-6	-1	3	i	21
CCOc1cc(CN2CCN(Cc3ccc(C)o3)C(CCO)C2)ccc1OC (configuration not stated)	-3.4	-1	14	-4	3	18	7	6	0.6	1
C[C@H](NC(=O)C1CC(=O)N(c2ccc(F)cc2)C1)C(=O)N1CCCCC1 (some centres not stated)	1.5	7	-5	7	-13	-9	-1	-2	i	3
COc1ccc(NC(=O)CN(C)C(=O)/C=C/c2ccc(OCc3ccccc3)cc2)cc1	-1.1	0	4	2	-8	-3	-8	-6	-0.2	17
CCCCC(=O)Nc1nnc(SCC(=O)NC2CCCC2)s1	.	-3	0	19	3	6	-9	-1	i	4
Cc1ccc(NC(=O)NCCSc2ccc(C)cc2)cc1	-1.3	4	6	-3	-3	-1	-7	8	-0.7	-3
CCCNC(=O)CCC(NS(=O)(=O)c1ccc(C)cc1)C(=O)NCCC (configuration not stated)	0.8	4	-16	10	-2	10	-13	-7	-0.5	5
COCCNC(=O)C1(C)CCCN(C(=O)c2ccco2)C1 (configuration not stated)	2.0	.	4	.	.	.	.	-6	i	5
CCOC(=O)C[C@H]1c2ccccc2S(=O)(=O)N1Cc1cc(OC)c(OC)c(OC)c1	.	.	-10	.	0	1	-2	1	i	2
COc1ccc(NC(=O)Cn2cnc3c(cnn3-c3ccc(C)c(C)c3)c2=O)c(OC)c1	.	0	-5	1	-14	1	-1	-3	.	4
Cc1oc2ccc(OCC(N)=O)cc2c1C(=O)OC(C)C	.	-3	3	-8	4	9	6	-6	-0.5	-6
CCC(=O)Nc1ccc(Cl)c(NC(=S)NC(=O)COc2ccc(Cl)cc2)c1	.	2	-2	-7	-1	-5	-1	-2	-0.4	40
C=C(C)[C@@H]1[C@H]2OC(=O)[C@H]1[C@]1(O)C[C@H]3O[C@]34C(=O)O[C@H]2[C@]14C	1.7	.	10	.	-2	.	-15	-3	-0.2	-1
CCOc1ccc(CC(=O)NNC(=S)NC)cc1	1.4	2	-10	38	11	-3	-5	-1	i	1
C#CCOCCOCCOCCNc1nc(N2CCOCC2)nc(N2CCN(C(=O)[C@H](CCCCN)n3cc(CN)nn3)CC2)n1	-0.2	.	8	.	18	-2	6	-9	0.0	10
CCOC(=O)C1CCN(C(=O)COc2ccc(Cl)cc2)CC1	.	4	1	6	-4	-8	-15	4	i	2
Cc1cccc(N(C)S(=O)(=O)c2c[nH]c3ccc([N+](=O)[O-])cc23)c1	-0.2	0	9	11	-4	-14	4	8	i	-10
(further entries)
SMILES	TcdB inh	3CLpro inhibitor	CCHFV vOTU inh	DUSP3 inh	MazEF act	Rv3671c protease	PriA SSB inh	PrPC TRFRET	Vc quorum ag	Y pestis TopoI
O=C(Nc1ccccc1Cl)NC1(C(=O)NCc2cccnc2)CCCCC1	1.6	-9	-1	-1	4	-16	12	0	i	-7
CC(=O)Nc1ccc(S(=O)(=O)N2CCN(C(=O)c3cccnc3)CC2)cc1	.	0	1	0	5	-2	-4	-3	i	-3
COc1cccc(NC(=O)N2CCC(NC(=O)c3ccco3)CC2)c1	1.2	-4	8	15	4	-11	-3	2	-0.2	9
COc1ccc(C2NC(=O)NC(C)=C2C(=O)OCc2ccc3c(c2)OCO3)cc1OC (configuration not stated)	.	-2	1	-18	6	7	-14	6	-0.3	5
CCc1ccc(N(CC(=O)Nc2nc3ccc(C)cc3s2)S(=O)(=O)c2c(C)noc2C)cc1	0.2	9	16	29	7	-137	3	6	-0.4	-2
O=C(Nc1ccc(-c2csc(Nc3ccc(Cl)cc3)n2)cc1)c1cc([N+](=O)[O-])cc(C(F)(F)F)c1	0.0	.	10	11	-1	7	4	2	-0.4	-2
O=C1CCC(C(=O)OC(C(=O)Nc2ccc([N+](=O)[O-])cc2Br)c2ccccc2)=NN1 (configuration not stated)	0.7	.	-2	.	2	-1	6	-20	i	1
O=C(NCCC(=O)N1CCN(Cc2c(F)cccc2Cl)CC1)c1ccc(Cl)cc1	1.8	.	6	.	-5	3	-1	6	i	29
Cc1nn(-c2ccccc2)c(C)c1/C=C/C(=O)OCC(=O)Nc1ccc(C(N)=O)cc1	-0.2	.	17	.	-22	2	-4	3	i	-4
COc1ccc(-n2c(C)nc3ccccc3c2=O)c([N+](=O)[O-])c1	1.7	-4	12	-10	8	1	12	-20	-0.4	2
Cc1cc2c(cc1S(=O)(=O)N(C)c1ccccc1)NC(=O)CO2	21*	2	11	19	3	1	5	5	-0.1	11
O=C(CN1C(=O)NC2(CCc3ccccc32)C1=O)c1ccc2c(c1)OCCO2 (configuration not stated)	.	8	13	16	4	-2	3	-6	-0.2	-2
CC(=O)Nc1cccc(NC(=O)COC(=O)C2CC3CCCC(C2)C3=O)c1 (configuration not stated)	1.4	3	3	-16	2	5	3	-7	.	-8
O=C(Nc1ccc(NC(=O)C23CC4CC(CC(C4)C2)C3)cc1)c1cc(F)c(F)cc1Cl	0.4	-2	-7	21	-24	-3	6	-7	i	5
COc1cc(OC)c(-c2nnc(-c3ccc(OC)c(OC)c3OC)o2)cc1OC	.	-4	-20	-1	6	2	7	6	-0.3	16
O=C(O)CC12CC3CC(C1)CC(n1ncc(NCc4ccc(F)cc4)c(Cl)c1=O)(C3)C2	-0.5	1	-9	24	6	-1	-19	-8	-0.3	4
COC(=O)C1=C(C)NC(=O)C1(NC(=O)c1cccnc1)C(F)(F)F (configuration not stated)	4.8	3	3	4	7	2	-13	1	i	10
CC1CCCC(NC(=O)COC(=O)c2ccc(N(C)C)cc2)C1C (configuration not stated)	.	-1	5	-10	3	2	-15	-6	-0.7	2
O=C(NC(Cc1c[nH]c2ccccc12)c1nnc2n1CCCCC2)c1cccs1 (configuration not stated)	.	4	-16	27	-2	-10	3	-1	i	6

From PubChem
